Assay outcomes as filed in PubChem.
LMNA splice mod: changes lamin A minigene splicing in HeLa cells; 200,000 tested, 0.01% active; AID 1487; HeLa LMNA splicing GFP/RFP minigene ratio, 48 h; Potency, µM (doses to about 46.1 µM), inactives show at the top dose ratio change, negative = inhibition, hits mostly inhibitors; active = well fitted inhibition curve with a large enough effect in the signal ratio, with a control signal flat, not every such curve was filed as active; inconclusive = small, poorly fitted or top-dose-only effect, or effect the other way, or a change in a side signal; the % refers to the signal ratio; note: % is set by controls: 0 for no effect and ±100 for the full control effect
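S3 HeLa cells stably expressing lamin A-EGFP splicing minigene plus DsRed2, 600 cells/well, 48 h compound exposure at 37C. Laser-scanning cytometry; analysed as GFP (500-530 nm)/RFP (575-640 nm) total intensity ratio; 0.5% DMSO vehicle.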
Epigenetic reg: regulators of epigenetic silencing causing reporter derepression in mouse cells. 280,000 tested, 0.2% active. Potency, µM (highest dose often 53.9 µM), without a hit: top-dose GFP activation, actives largely listed as activators. murine LDR cells, GFP reporter derepression, 30 h; active = well fitted activation curve with a large enough effect; inconclusive = small, poorly fitted or top-dose-only effect; note: % of control where 0% means no effect; nearly all actives have a fitted effect of over 60% in size
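Murine LDR cells carrying a silenced, genomically integrated CMV-driven GFP reporter were exposed to compound for 30 hours at 37 C. After PBS washes, GFP-positive cells (20–120 um objects) were counted by laser-scanning microplate cytometry.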
Active calls of the source: *; [ ] = remark or other dose. Potency is the fitted concentration of half-maximal effect. This is a subset; the hit share may differ from the screen's.

Cc1c(C(=O)Nc2ccc(F)cc2)oc2ccc(S(=O)(=O)N3CCCCCC3)cc12 was read as LMNA splice mod 8%[46 µM] and Epigenetic reg 7.1%.
`Cc1ccc2nc(COc3ccccc3NC(=O)c3ccccc3F)cc(=O)n2c1` gave LMNA splice mod inconclusive and Epigenetic reg inconclusive.
Screening CCC(C)NC(=O)CSc1nc2c(sc3ccccc32)c(=O)n1CCc1ccccc1 (stereo unspecified) returned LMNA splice mod 11%[46 µM] and Epigenetic reg 2.6%.
Screening COc1ccc(S(=O)(=O)c2cn(C)c3cc(N4CCCCCC4)c(F)cc3c2=O)cc1 returned LMNA splice mod 19%[46 µM] and Epigenetic reg -1.2%.
For Cc1cccc(C(c2sc3nc(-c4ccco4)nn3c2O)N2CCN(c3ccccc3F)CC2)c1 (stereo unspecified) the results were LMNA splice mod -11%[46 µM] and Epigenetic reg 0.2%.
For COc1cc(C2C(=O)N(C3CCCCC3)CC(=O)N2Cc2ccc(C)cc2)ccc1OC(C)C (stereo unspecified) the results were LMNA splice mod -4%[46 µM] and Epigenetic reg inconclusive.
COc1ccc(OCC(=O)Nc2nnc(S(=O)(=O)N3CCc4ccccc43)s2)cc1 was read as LMNA splice mod 28%[46 µM] and Epigenetic reg 13%.
`COc1cccc(CNC(=O)CSc2nc3ccccc3nc2Cc2ccccc2)c1` gave LMNA splice mod inconclusive and Epigenetic reg -2.8%.
`CCC(C)NC(=O)c1ccc2c(c1)sc1nc(-c3ccc(OC)cc3)cn12` (stereo unspecified) gave LMNA splice mod 7%[46 µM] and Epigenetic reg 1.1%.
For COc1ccc(CNc2oc(-c3ccc(COc4ccccc4C)o3)nc2C#N)cc1 the results were LMNA splice mod inconclusive and Epigenetic reg -2.4%.

By substructure: those above with an aryl thioether with sulfur outside any ring.
Screening CCC(C)NC(=O)CSc1nc2c(sc3ccccc32)c(=O)n1CCc1ccccc1 (stereo unspecified) returned LMNA splice mod 11%[46 µM] and Epigenetic reg 2.6%.
`COc1cccc(CNC(=O)CSc2nc3ccccc3nc2Cc2ccccc2)c1` gave LMNA splice mod inconclusive and Epigenetic reg -2.8%.

(more compounds)
`O=C(Cn1ncc2c([nH]c3ccccc32)c1=O)NCC1CCN(Cc2ccc(F)cc2)CC1` gave LMNA splice mod 19%[46 µM] and Epigenetic reg -0.4%.
`CN(c1ccccc1)c1ncnc2c1cnn2C` gave LMNA splice mod 2%[46 µM] and Epigenetic reg 2.9%.
Screening O=C(O)CC(NS(=O)(=O)c1ccc(Cl)s1)c1ccccc1 (stereo unspecified) returned LMNA splice mod -1%[46 µM] and Epigenetic reg -1.3%.
`COc1ccccc1N1CCN(C(=O)CCS(=O)(=O)c2ccc3c(c2)oc(=O)n3C)CC1` gave LMNA splice mod 10%[46 µM] and Epigenetic reg -1.3%.
Screening COc1ccc(-c2nn(-c3ccc(C)c(Cl)c3)c3c2cnc2cc(OC)c(OC)cc23)cc1 returned LMNA splice mod 0%[46 µM] and Epigenetic reg 3.2%.
For COc1ccc(CNC(=O)CN2C(=O)CSc3ccc(S(=O)(=O)N4CCOCC4)cc32)c(OC)c1 the results were LMNA splice mod -13%[46 µM] and Epigenetic reg 2.7%.
O=C(NCc1ccc(Cl)cc1)C(=O)NCC(c1ccc2c(c1)OCO2)N1CCOCC1 (stereo unspecified) was read as LMNA splice mod -2%[46 µM] and Epigenetic reg 2.2%.
Cc1c(Cl)cccc1NC(=O)CSc1cc(-c2ccccc2)ncn1 was read as LMNA splice mod 20%[46 µM] and Epigenetic reg -1.6%.
Screening CCOc1ccc(-c2nc(C#N)c(NCCCOC)o2)cc1 returned LMNA splice mod inconclusive and Epigenetic reg -1.1%.
CC1=C(C(=O)Nc2cccc(F)c2)C2(CCCCC2)OC1=O was read as LMNA splice mod inconclusive and Epigenetic reg -0.2%.
`COc1cccc(N2CCN(S(=O)(=O)c3ccc4c(c3)CCCN4C(C)=O)CC2)c1` gave LMNA splice mod inconclusive and Epigenetic reg 1.4%.
CC(C)C1N=C2c3ccccc3N=C(SCC(=O)NCc3ccccc3Cl)N2C1=O (stereo unspecified) was read as LMNA splice mod 9%[46 µM] and Epigenetic reg -0.9%.
Cc1cccc(N(C)C(=O)CCNS(=O)(=O)c2ccc3c(c2)CCN3C(=O)C2CC2)c1 was read as LMNA splice mod -8%[46 µM] and Epigenetic reg 1.4%.
Screening Cc1c(C(=O)NCCc2ccc(S(N)(=O)=O)cc2)sc2nc3n(c(=O)c12)CCCC3 returned LMNA splice mod inconclusive and Epigenetic reg 1.1%.
CC(C)(C)c1ccc(CSC2=Nc3ccccc3C3=NC(CC(=O)NCc4cccs4)C(=O)N23)cc1 (stereo unspecified) was read as LMNA splice mod inconclusive and Epigenetic reg 2.6%.
Screening CCc1cccc(NC(=O)c2c(C)oc3nc(C)nc(N4CCCC4)c23)c1 returned LMNA splice mod -2%[46 µM] and Epigenetic reg -1.3%.
Screening COc1ccc(-c2cc(C(=O)NCc3ccc(F)cc3)c3c(-c4ccc(F)cc4)[nH]nc3n2)cc1OC returned LMNA splice mod inconclusive and Epigenetic reg 7.8%.
Screening CC(C)(C)C(=O)NCC(c1ccc2c(c1)OCO2)N1CCOCC1 (stereo unspecified) returned LMNA splice mod -7%[46 µM] and Epigenetic reg 0.0%.
For Cc1ccc(C)c(S(=O)(=O)c2cn(C)c3cc(N4CCCCC4C)c(F)cc3c2=O)c1 (stereo unspecified) the results were LMNA splice mod inconclusive and Epigenetic reg 0.0%.
COc1ccc(OC)c(NC(=O)CSc2n[nH]c(-c3ccccc3Cl)n2)c1 was read as LMNA splice mod inconclusive and Epigenetic reg -1.4%.
For COc1ccc(OC)c(NC(=O)COCc2cc(-c3ccc(F)cc3)on2)c1 the results were LMNA splice mod 7%[46 µM] and Epigenetic reg -1.2%.
`CC(=O)c1ccc(NC(=O)c2c3c(nc4ccccc24)C(=O)N(C2CCCCC2)C3)cc1` gave LMNA splice mod inconclusive and Epigenetic reg inconclusive.
`Cc1ccc(C)c(CN2C(=O)CSc3ccc(C(=O)NCc4ccccc4)cc32)c1` gave LMNA splice mod -25%[46 µM] and Epigenetic reg 3.2%.
`O=C(c1ccc2c(c1)N(Cc1cccc(Cl)c1)C(=O)c1ccccc1S2(=O)=O)N1CCC(Cc2ccccc2)CC1` gave LMNA splice mod 9%[46 µM] and Epigenetic reg -1.1%.
For CCCCNC(=O)c1ccc2c(c1)NC(=O)C(CS(=O)(=O)Cc1cccc(C)c1)N2 (stereo unspecified) the results were LMNA splice mod -7%[46 µM] and Epigenetic reg 0.0%.
`CCc1ccc(NC(=O)Nc2ccccc2OCc2cc(=O)n3ccccc3n2)cc1` gave LMNA splice mod inconclusive and Epigenetic reg 3.0%.
Cc1ccc2nc(N3CCN(C(=O)C4COc5ccccc5O4)CC3)sc2c1 (stereo unspecified) was read as LMNA splice mod 5%[46 µM] and Epigenetic reg 0.7%.
Screening COc1ccc(NC(=O)CSc2nnc3c(C)cc4ccccc4n23)cc1 returned LMNA splice mod 18%[46 µM] and Epigenetic reg 1.4%.
`COc1ccc(NC(=O)Cn2c(=O)oc3cc(S(=O)(=O)NC4CCCC4)ccc32)cc1OC` gave LMNA splice mod 22%[46 µM] and Epigenetic reg 0.8%.
COc1ccc2c(c1)Cc1sc(NC(=O)c3cccc(Br)c3)nc1-2 was read as LMNA splice mod 13%[46 µM] and Epigenetic reg 1.4%.
CC(C)(C)c1ccc(C(=O)NCC(c2cccs2)S(=O)(=O)c2ccc(F)cc2)cc1 (stereo unspecified) was read as LMNA splice mod 8%[46 µM] and Epigenetic reg 1.4%.
CCOC(=O)c1[nH]c(C)c(CCC(=O)Nc2cc(Cl)ccc2C)c1C was read as LMNA splice mod inconclusive and Epigenetic reg -4.2%.
Screening O=C1c2oc3ccccc3c(=O)c2C(c2ccc(Br)cc2)N1c1ccccn1 (stereo unspecified) returned LMNA splice mod inconclusive and Epigenetic reg 0.5%.
O=C(C1CCC1)N1CCCc2cc(S(=O)(=O)Nc3ccc(F)cc3)ccc21 was read as LMNA splice mod inconclusive and Epigenetic reg 0.0%.
Screening COc1ccc(NC(=O)Cn2c(-c3ccc(F)cc3)cc(C(C)=O)c2C)c(OC)c1 returned LMNA splice mod 15%[46 µM] and Epigenetic reg 1.1%.
Screening O=C(Nc1ccc2nc(SCC(=O)N3CCCc4ccccc43)sc2c1)c1ccccc1 returned LMNA splice mod inconclusive and Epigenetic reg 2.7%.
CCN(c1ncnc2c1cnn2-c1cc(Cl)ccc1C)C1CCCCC1 was read as LMNA splice mod inconclusive and Epigenetic reg 3.9%.
Screening COc1ccc(CCNC(=O)Cn2c(=O)nc(-c3ccccc3)c3ccccc32)cc1OC returned LMNA splice mod -1%[46 µM] and Epigenetic reg -1.5%.
For CCc1ccccc1NC(=O)N1CCOc2ccccc21 the results were LMNA splice mod inconclusive and Epigenetic reg 4.2%.
Cc1ccc(CNC(=O)c2cc(C3CC3)nc3c2c(C)nn3-c2cccc(Cl)c2C)cc1 was read as LMNA splice mod inconclusive and Epigenetic reg 1.3%.
For CCOc1cc(CNCCSc2nnnn2-c2ccccc2)ccc1OC the results were LMNA splice mod 7%[46 µM] and Epigenetic reg 0.0%.
Cc1ccc(NC(=O)Cn2cnc3onc(-c4ccc(F)cc4)c3c2=O)c(Cl)c1 was read as LMNA splice mod 20%[46 µM] and Epigenetic reg 6.3%.
Screening COc1ccc(-c2cn3c(n2)sc2cc(C(=O)NCc4cccc(F)c4)ccc23)cc1 returned LMNA splice mod 7%[46 µM] and Epigenetic reg 0.0%.
Screening Cc1cccc(CC2C(=O)Nc3ccccc32)c1 (stereo unspecified) returned LMNA splice mod 7%[46 µM] and Epigenetic reg -1.6%.
`O=C(NCCc1ccc(F)cc1)C(=O)NCC(c1cccs1)S(=O)(=O)c1ccc(Cl)cc1` (stereo unspecified) gave LMNA splice mod -1%[46 µM] and Epigenetic reg 0.4%.
For Cc1ccc(CN2CCC(CNC(=O)c3cc4ccc5cccnc5c4[nH]3)CC2)cc1 the results were LMNA splice mod inconclusive and Epigenetic reg 0.0%.
CCOc1ccc(CNC(=O)CCS(=O)(=O)c2ccc3c(c2)oc(=O)n3C)cc1 was read as LMNA splice mod inconclusive and Epigenetic reg 6.3%.
`CCC(=O)N1CCc2cc(Br)cc(S(=O)(=O)NCCc3ccc(C)cc3)c21` gave LMNA splice mod -8%[46 µM] and Epigenetic reg -1.1%.
For COc1ccc(-c2nc3sc(CCNC(=O)C(=O)Nc4cc(F)ccc4F)c(C)n3n2)cc1 the results were LMNA splice mod -9%[46 µM] and Epigenetic reg 8.3%.
CCOC(=O)c1cc(-c2ccc(OC)cc2)n(CCC(=O)NCCc2ccccc2)c1C was read as LMNA splice mod inconclusive and Epigenetic reg -0.2%.

Arranged by count of non-hydrogen atoms (lowest first): three of the compounds above
CC1=C(C(=O)Nc2cccc(F)c2)C2(CCCCC2)OC1=O was read as LMNA splice mod inconclusive and Epigenetic reg -0.2%.
COc1ccc2c(c1)Cc1sc(NC(=O)c3cccc(Br)c3)nc1-2 was read as LMNA splice mod 13%[46 µM] and Epigenetic reg 1.4%.
Cc1ccc2nc(N3CCN(C(=O)C4COc5ccccc5O4)CC3)sc2c1 (stereo unspecified) was read as LMNA splice mod 5%[46 µM] and Epigenetic reg 0.7%.

The listing continues.
`CCOC(=O)c1[nH]c(C)c(CCC(=O)Nc2cccc(SC)c2)c1C` gave LMNA splice mod inconclusive and Epigenetic reg -0.5%.
`CCn1c2ccccc2c2nnc(N3CCN(c4cc(C)ccc4C)CC3)nc21` gave LMNA splice mod -13%[46 µM] and Epigenetic reg 0.0%.
Cc1c(C(=O)N2CCC(C)CC2)c(S(=O)(=O)N(Cc2ccccc2)C(C)(C)C)c(C)n1C was read as LMNA splice mod 12%[46 µM] and Epigenetic reg -4.0%.
Screening COC(=O)c1ccc(NC(=O)N2CCN(Cc3cc(=O)n4nc(-c5ccc(C)cc5)sc4n3)CC2)cc1 returned LMNA splice mod 2%[46 µM] and Epigenetic reg -0.1%.
For CCC(NC(=O)Nc1cc(Cl)ccc1OC)c1c(-n2cccc2)sc2c1CCN(C)C2 (stereo unspecified) the results were LMNA splice mod inconclusive and Epigenetic reg -1.2%.
O=S(=O)(Nc1cccc(-c2ccc(N3CCOCC3)nn2)c1)c1ccccc1C(F)(F)F was read as LMNA splice mod -16%[46 µM] and Epigenetic reg -1.7%.
COc1cc(OC)c(NS(=O)(=O)c2ccc3c(c2)CCCN3C(C)=O)cc1Cl was read as LMNA splice mod 2%[46 µM] and Epigenetic reg -0.3%.
CCN(CC)c1ccc(NC(=O)CN2C(=O)c3cccnc3Sc3ccccc32)c(C)c1 was read as LMNA splice mod 12%[46 µM] and Epigenetic reg 1.1%.

Random excerpt: three entries already listed.
CCN(CC)c1ccc(NC(=O)CN2C(=O)c3cccnc3Sc3ccccc32)c(C)c1 was read as LMNA splice mod 12%[46 µM] and Epigenetic reg 1.1%.
`CCOC(=O)c1[nH]c(C)c(CCC(=O)Nc2cccc(SC)c2)c1C` gave LMNA splice mod inconclusive and Epigenetic reg -0.5%.
COc1cc(OC)c(NS(=O)(=O)c2ccc3c(c2)CCCN3C(C)=O)cc1Cl was read as LMNA splice mod 2%[46 µM] and Epigenetic reg -0.3%.
